Screening data from PubChem.
Wee1 degr inh: Wee1 degradation inhibitors, primary screen, cell-based, HeLa, Wee1K328M-luciferase, luminescence. reporter increase, % at 5 µM. AID 1321, 2008. Wee1-like protein kinase (Homo sapiens), P30291. HeLa Luc-Wee1K328M stability; 100% = proteasome inhibitor MG132 effect. 1.2% of 220,000 active;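 active means activation above the mean of all tested compounds plus 3 SD, set per screening run, cut at about 8.8% in these data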;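 further: cells exposed to compound for 20 h before luminescence read; 0% = DMSO alone and 100% = MG132 at 30 µM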
Furin inh: human furin inhibitors, primary screen, biochemical, fluorescence intensity; P09958; purified furin, fluorogenic substrate cleavage; inhibition, % at 30 µM; 0.061% of 220,000 active; AID 463115, 2010; in the data active means inhibition above about 25%; further: inactives centre near -15
KCC2 mod: KCC2 cotransporter modulators, thallium flux, primary screen, cell-based, HEK293 KCC2, FluoZin-2 fluorescence, MLSMR; Solute carrier family 12 member 5 (Homo sapiens), Q9H2X9; KCC2 cells, thallium flux FluoZin-2 fluorescence; B-score of Tl+ flux slope (higher = more flux/activation; lower = inhibition) at 10 µM; 2.2% of 190,000 active;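 active means thallium flux slope and its plate-corrected score both differing from the plate sample mean at a set confidence after two filtering rounds, in either direction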;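 further: slope of fluorescence scaled to starting intensity during 10 to 20 s after thallium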
FXIIa inh 1536: human FXIIa protease inhibitors, primary screen, biochemical, 1536-well | inhibition, % at 5 µM | purified FXIIa, Boc-QGR-AMC fluorogenic substrate, 2 h | Coagulation factor XII (Homo sapiens), P00748 | 0.3% of 220,000 active; in the data active means inhibition above about 40%;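 further: 0% = enzyme with no compound and 100% = blank without enzyme; many of its hits are not listed in these tables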
p97 inhibitor: inhibitors of human p97 ATPase, primary screen, biochemical; Transitional endoplasmic reticulum ATPase (Homo sapiens), P55072; recombinant p97 ATPase, Kinase-Glo ATP luminescence, 3 h; inhibition, % at 8 µM; 0.42% of 220,000 active; in the data active means inhibition above about 15%;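 further: 0% = DMSO vehicle and 100% = wells lacking enzyme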
KLK5 inh: human KLK5 protease inhibitors, primary screen, biochemical, 1536-well | AID 873, 2007 | 0.59% of 210,000 active | Kallikrein-5 (Homo sapiens), Q9Y337 | inhibition, % at 5 µM | recombinant hK5, fluorogenic AMC substrate cleavage;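 active means inhibition of 40% or more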;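 further: 0% = enzyme controls without compound and 100% = no-enzyme blanks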
Target sequence (Q9Y337 67-293 limits assumed): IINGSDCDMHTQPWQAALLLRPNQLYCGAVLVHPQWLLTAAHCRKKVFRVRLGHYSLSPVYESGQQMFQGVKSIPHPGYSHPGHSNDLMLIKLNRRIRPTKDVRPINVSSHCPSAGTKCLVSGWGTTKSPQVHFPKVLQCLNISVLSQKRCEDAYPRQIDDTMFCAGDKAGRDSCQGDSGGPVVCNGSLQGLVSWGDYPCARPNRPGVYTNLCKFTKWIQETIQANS
FXIa inh: human FXIa protease inhibitors, primary screen, biochemical, 1536-well. 0.14% of 220,000 active. Coagulation factor XI (Homo sapiens), P03951. inhibition, % at 5 µM. purified FXIa, Boc-Glu-Ala-Arg-AMC fluorogenic substrate;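 active means inhibition of at least 40%; inactive means inhibition below 40%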;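 further: fluorescence of freed AMC excited at 355 nm; 0% = enzyme without compound and 100% = no enzyme blank; many of its hits are not listed in these tables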
Target sequence (P03951 19-387 limits assumed): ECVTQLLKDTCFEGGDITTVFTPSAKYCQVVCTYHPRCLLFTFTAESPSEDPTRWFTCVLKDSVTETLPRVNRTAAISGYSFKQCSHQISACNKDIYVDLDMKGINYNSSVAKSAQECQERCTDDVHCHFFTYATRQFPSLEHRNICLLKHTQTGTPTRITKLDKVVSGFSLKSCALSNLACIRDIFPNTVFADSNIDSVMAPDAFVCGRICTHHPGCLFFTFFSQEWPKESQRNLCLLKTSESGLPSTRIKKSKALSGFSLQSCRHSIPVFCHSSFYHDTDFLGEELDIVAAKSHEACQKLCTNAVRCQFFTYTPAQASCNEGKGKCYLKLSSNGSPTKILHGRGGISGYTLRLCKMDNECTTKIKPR
Target sequence (P03951 388-625 limits assumed): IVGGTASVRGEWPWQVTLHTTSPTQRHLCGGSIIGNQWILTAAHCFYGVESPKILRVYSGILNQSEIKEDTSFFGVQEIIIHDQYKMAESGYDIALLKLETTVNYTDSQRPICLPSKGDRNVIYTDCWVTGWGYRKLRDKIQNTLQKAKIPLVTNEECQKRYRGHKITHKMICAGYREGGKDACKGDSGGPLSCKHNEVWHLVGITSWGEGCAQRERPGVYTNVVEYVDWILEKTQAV
Thrombin inh: human alpha-thrombin inhibitors, primary screen, counter-screen for coagulation protease inhibitor project, biochemical, 1536-well, fluorogenic AMC substrate; 0.26% of 220,000 active; inhibition, % at 5 µM; Boc-VPR-AMC fluorogenic substrate cleavage; Prothrombin (Homo sapiens), P00734;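 active means inhibition at or above 40%; inactive means inhibition below 40%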;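 further: 0% = enzyme with no compound and 100% = wells without enzyme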
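System: Human alpha-thrombin protein | Medium: pH 7.5 Tris (50 mM) with NaCl 150 mM, Tween 20 0.05% | Times: Enzyme reaction carried out at room temperature | Detection: AMC fluorescence, 355/460 nm | Evaluation: Percent inhibition scaled between no-compound controls and no-enzyme blanks | Benchmarks: Enzyme without compound as high, wells lacking enzyme as low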
PERK inh: block of dimerizer-induced PERK translation repression, primary screen, PERK inhibitor project, CHO PERK-DD cells, SEAP luminescence, HTS. CHO PERK-DD fusion, SEAP luminescence translation reporter. 0.17% of 220,000 active. inhibition, % at 5.6 µM. AID 1416, 2008;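 active means inhibition above the mean inhibition of all tested compounds plus 3 SD, set separately per screening campaign, cut at about 2.9% in these data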;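 further: PERK kinase domain activated by AP20187 dimerizer at 100 nM; 0% = DMSO with dimerizer and 100% = rapamycin at 8.4 µM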
The depositor's hits bear a star; i = inactive; x = no result given; [ ] = dose if it differs, or a comment.

Molecule,Wee1 degr inh,Furin inh,KCC2 mod,FXIIa inh 1536,p97 inhibitor,KLK5 inh,FXIa inh,Thrombin inh,PERK inh
N#CC1=C(N)Oc2cc(N)ccc2C1C1CCCCC1 (stereo not drawn),2,-34[20 µM],0.21,-9,3,-212,-6,-6,0.3
Cc1cccc(OCC(=O)NNC(=O)Nc2cccc(Cl)c2)c1C,0,-18[20 µM],1.7,16,-2,-2,5,-1,1.0
CCOc1ccccc1NC(=O)CSc1nnc2c(CC)c(C)nc(N)n12,-1,-7[20 µM],1.3,16,9,-8,5,2,-0.7
COc1ccc(C2Nc3ccccc3C(=O)N2NS(=O)(=O)c2ccc(C)cc2)cc1 (stereo not drawn),-1,-33,0.012,-4,6,-6,4,-10,-0.2
CCN(CC)CCOC(=O)c1cccc(Br)c1,0,-9,0.087,17,-4,0,1,0,-0.1
N#Cc1sc2nc3c(cc2c1N)CCCC3,2,-8,0.047,15,2,-8,8,3,-0.3
COc1ccc(OC)c(C2C(C(=O)Nc3ccccc3OC)=C(C)Nc3nc(CCCO)nn32)c1 (stereo not drawn),-3,-19,0.29,12,5,1,4,-4,1.1
O=C(NC(=S)NCCN1CCOCC1)c1ccccc1Cl,-2,-11[20 µM],0.82,4,-6,-11,-5,-9,-0.2

Other structures follow.
Molecule,Wee1 degr inh,Furin inh,KCC2 mod,FXIIa inh 1536,p97 inhibitor,KLK5 inh,FXIa inh,Thrombin inh,PERK inh
Cc1cc(-c2c(C(=O)N3CCOCC3)c(C)nn2-c2ccccc2)no1,0,-9,0.66,11,-5,13,-7,-1,-0.3
Cc1ccccc1CNC(=O)c1ccccc1N,3,-5[20 µM],x,16,-3,3,2,1,1.0
CCOC(=O)c1cncc(C(=O)O)c1,-3,-6[20 µM],0.5,9,-3,-23,0,0,0.9
N#Cc1ccccc1Cn1c(=O)n(Cc2ccc(C(=O)NCc3ccco3)cc2)c(=O)c2sccc21,-2,-20,0.33,1,4,17,-5,-8,0.2
CCOC(=O)C(NC(=O)CCl)(Nc1sc(C)c(CC)c1C#N)C(F)(F)F (stereo not drawn),0,-13,-0.089,5,-3,-6,-8,-6,-0.4
Cc1cccc(NC(=O)C23CCC(C)(C2Br)C3(C)C)c1 (stereo not drawn),-1,-6[20 µM],0.029,13,0,-5,5,1,1.7
CC1CCN(S(=O)(=O)c2ccc(NC(=O)CSc3ncccc3C(=O)O)cc2)CC1,-2,-17,0.88,13,5,14,4,-3,1.3
COC(=O)c1c(C)n(-c2ccc(OC)cc2)c2ccc(O)cc12,2,-31[20 µM],-0.47,20,6,-12,0,5,0.2

Other compounds follow:
Molecule,Wee1 degr inh,Furin inh,KCC2 mod,FXIIa inh 1536,p97 inhibitor,KLK5 inh,FXIa inh,Thrombin inh,PERK inh
O=C(NCC(=O)N(c1ccc2c(c1)OCO2)C(C(=O)NC1CCCC1)c1cccs1)c1ccco1 (stereo not drawn),0,-27,0.94,11,6,-6,3,2,0.5
CCOC(=O)/C(=C\c1cn(C)c2ccccc12)[N+](=O)[O-],1,-10,-5.2,11,8,-1,5,2,1.0
CCOc1ccc(-n2c(SCC(=O)NC(C)CC)nc3n[nH]c(C)c3c2=N)cc1 (stereo not drawn),-1,-20,-1.1,8,-7,-11,1,-3,-0.8
Cc1ccc(C(=O)N2CCCCC2C(=O)O)o1 (stereo not drawn),-1,-19,0.52,8,2,2,-4,-2,0.0
O=C(OCn1nnc2ccccc2c1=O)c1cccs1,-1,-27,0.58,11,3,-11,2,-1,0.7
COc1ccc(N(CC(=O)Nc2cccc([N+](=O)[O-])c2C)S(C)(=O)=O)cc1OC,0,-1,0.17,-6,-4,-19,-16,-3,-0.3
Cc1nn(Cc2ccccc2Cl)c(C)c1C(=O)NCCN1C(=O)S/C(=C\c2ccccc2)C1=O,-2,1,-0.0093,2,4,-10,6,0,1.1
O=C(Nc1ccccc1)Nc1nc(-c2ccc(Cl)cc2)cs1,-1,-3,0.72,-6,2,-9,-9,-18,-0.6

More structures.
Molecule,Wee1 degr inh,Furin inh,KCC2 mod,FXIIa inh 1536,p97 inhibitor,KLK5 inh,FXIa inh,Thrombin inh,PERK inh
COc1cc(C(=O)NC(CCSC)C(=O)OCC(=O)NC(=O)C2CCCCC2)cc(OC)c1OC (stereo not drawn),0,-30,0.16,12,0,-4,0,8,0.3
O=C(NCCc1ccccc1)c1cnn2c(C(F)F)cc(C3CC3)nc12,1,-16[20 µM],0.13,8,-2,-2,-7,-4,-0.8
CCCc1cc(=O)oc2c(CN3CCCC3)c(O)c(Cl)cc12,-1,-236,x,-325,1,i,-70,-28,0.3
CC(c1ccccn1)N(CCN(C)C)C(=S)Nc1cccc(F)c1 (stereo not drawn),-1,-21[20 µM],1.3,15,2,-11,0,4,-0.7
O=C(Nc1nc2ccc(S(=O)(=O)N3CCCC3)cc2s1)c1ccco1,6,-9,0.02,16,8,-14,5,-1,0.9
O=C(c1ccc(S(=O)(=O)N2CCOCC2)cc1)N1CCN(C2=NS(=O)(=O)c3ccccc32)CC1,-2,-10[20 µM],0.57,6,-1,-5,-7,-4,0.0
Cc1ccc(S(=O)(=O)NC(CC(=O)O)c2ccco2)cc1 (stereo not drawn),0,-31,0.61,-1,5,-1,2,-25,-0.7
Cc1cc(NS(=O)(=O)c2ccc(NC(=O)c3cnc4scc(C)n4c3=O)cc2)nc(C)n1,-3,-12,0.025,13,3,-9,5,2,0.4

Later entries:
Molecule,Wee1 degr inh,Furin inh,KCC2 mod,FXIIa inh 1536,p97 inhibitor,KLK5 inh,FXIa inh,Thrombin inh,PERK inh
Cn1c(=O)[nH]c(=O)c2c1nc(SCCN1CCCCC1)n2CCCc1ccccc1,2,-27,0.54,-8,3,-21,-5,2,-0.7
O=C(Oc1cccnc1)c1cc(S(=O)(=O)N2CCOCC2)ccc1Cl,-3,-31[20 µM],x,9,2,-9,3,4,0.5
CN1C(c2ccc(F)cc2)=CS/C1=C(\C#N)c1nnc2n1-c1ccccc1SC2,-1,2,-0.52,20,11,-1,5,2,0.4
C=C(C)CSc1nc(N)c2c(C)c(C)sc2n1,1,-10,0.062,-12,-5,-3,-7,-4,0.1
CCC1CCCCN1C(=O)CCc1nnc(Cc2cc(OC)ccc2OC)o1 (stereo not drawn),4,-9,-2,4,0,0,0,-4,-1.5
CCN(Cc1ccccc1)c1ccc(/C=N/N=C(N)N)cc1,-2,-25,-0.23,9,11,-12,7,0,-0.3
COc1ccc(CCN(C)c2ccc(S(=O)(=O)N3CCCC3)cc2[N+](=O)[O-])cc1OC,-4,-12,-0.93,8,0,3,4,-7,-0.6
O=C1OC(/C=C/c2ccc(Cl)cc2)=NC/1=C/c1ccco1,1,-3,-0.44,9,5,-5,3,-1,1.3

Further structures follow:
Molecule,Wee1 degr inh,Furin inh,KCC2 mod,FXIIa inh 1536,p97 inhibitor,KLK5 inh,FXIa inh,Thrombin inh,PERK inh
COCCCn1c(=N)c(C(=O)NC2CCCCC2)cc2c(=O)n3ccccc3nc21,2,-125[20 µM],0.089,-55,-6,-51,-16,-18,-1.3
COc1ccc(NC(=O)C2CCCN(c3cc(C)nc4ncnn34)C2)cc1 (stereo not drawn),2,-20,-0.29,7,0,-5,-6,-16,0.1
COc1ccc(CCN(C)C(=O)/C=C/c2c(Cl)nc3ccccn23)cc1OC,1,-7,0.56,4,6,2,1,-2,0.0
O=C(CNS(=O)(=O)c1ccccc1)NCc1ccccn1,-1,-4[20 µM],0.99,18,1,-3,7,1,-0.1
COc1ccc(S(=O)(=O)N2CCN(c3ccc4nnc(-c5ccccc5)n4n3)CC2)cc1,-1,4,x,13,14,0,5,0,-1.3
COc1ccc(/C=N/OCC(=O)NC(c2ccccc2)c2ccccc2)cc1OC,-4,-8,-2.4,0,-2,-7,-5,-14,-0.8
C=CCc1cc(C)cc(C)c1OCCn1cncn1,0,-4[20 µM],-1.4,8,4,-5,-2,-1,1.4
Cc1ccc(Cl)cc1NC(=O)CC1NC2CCCCC2NC1=O (stereo not drawn),-1,-26,0.88,7,0,2,-4,-5,-0.2

More results.
Molecule,Wee1 degr inh,Furin inh,KCC2 mod,FXIIa inh 1536,p97 inhibitor,KLK5 inh,FXIa inh,Thrombin inh,PERK inh
NC(=O)c1ccccc1NC(=O)CN1CCOCC1,-3,16[20 µM],0.69,16,9,-13,-1,1,1.9
Cc1ccccc1C(=O)Nc1nncs1,-3,-17[20 µM],0.092,2,-4,-6,-5,-5,0.1
CCOC(=O)c1c(-c2cccc([N+](=O)[O-])c2)csc1NC(=O)CCCOc1ccccc1,1,-4,0.017,14,3,-5,9,-6,0.5
O=C(CN(C(=O)CCC(=O)Nc1ccccn1)c1ccc2c(c1)OCCO2)NCCc1ccccc1,x,x,x,6,x,-9,2,-2,x
S=C(NCc1ccccc1)N1CCN(Cc2ccc3c(c2)OCO3)CC1,1,-3,-0.45,5,-7,7,0,-5,-0.6
O=C(NCCC(c1ccccc1)c1ccccc1)c1ccc(Br)o1,-3,-7[20 µM],x,12,3,-20,3,1,-0.6
O=C1NCCCC1C(=O)N/N=C/c1cc([N+](=O)[O-])ccc1O (stereo not drawn),-2,-18,1.3,5,11,-14,1,-2,0.5
